# Source: PubChem BioAssay (The Scripps Research Institute Molecular Screening Center)
# NCOA2 inhibitor – inhibition of GAL4-SRC2 driven luciferase reporter, primary screen, SRC2 inhibitor project, cell-based, luminescence; 370,000 compounds, 0.17% hits; HEK293 GAL4-SRC2 luciferase reporter; inhibition, % at 9 µM; Nuclear receptor coactivator 2 (Homo sapiens), Q15596; AID 651957, 2012;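 active = inhibition above the mean inhibition of all tested compounds plus 3 SD, set per campaign, cut at about 52% in these data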;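 also: 0% = DMSO treated cells and 100% = cells given Gossypol at 36 µM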
# Target sequence (Q15596 whole entry, looked up, the tested form may be a part): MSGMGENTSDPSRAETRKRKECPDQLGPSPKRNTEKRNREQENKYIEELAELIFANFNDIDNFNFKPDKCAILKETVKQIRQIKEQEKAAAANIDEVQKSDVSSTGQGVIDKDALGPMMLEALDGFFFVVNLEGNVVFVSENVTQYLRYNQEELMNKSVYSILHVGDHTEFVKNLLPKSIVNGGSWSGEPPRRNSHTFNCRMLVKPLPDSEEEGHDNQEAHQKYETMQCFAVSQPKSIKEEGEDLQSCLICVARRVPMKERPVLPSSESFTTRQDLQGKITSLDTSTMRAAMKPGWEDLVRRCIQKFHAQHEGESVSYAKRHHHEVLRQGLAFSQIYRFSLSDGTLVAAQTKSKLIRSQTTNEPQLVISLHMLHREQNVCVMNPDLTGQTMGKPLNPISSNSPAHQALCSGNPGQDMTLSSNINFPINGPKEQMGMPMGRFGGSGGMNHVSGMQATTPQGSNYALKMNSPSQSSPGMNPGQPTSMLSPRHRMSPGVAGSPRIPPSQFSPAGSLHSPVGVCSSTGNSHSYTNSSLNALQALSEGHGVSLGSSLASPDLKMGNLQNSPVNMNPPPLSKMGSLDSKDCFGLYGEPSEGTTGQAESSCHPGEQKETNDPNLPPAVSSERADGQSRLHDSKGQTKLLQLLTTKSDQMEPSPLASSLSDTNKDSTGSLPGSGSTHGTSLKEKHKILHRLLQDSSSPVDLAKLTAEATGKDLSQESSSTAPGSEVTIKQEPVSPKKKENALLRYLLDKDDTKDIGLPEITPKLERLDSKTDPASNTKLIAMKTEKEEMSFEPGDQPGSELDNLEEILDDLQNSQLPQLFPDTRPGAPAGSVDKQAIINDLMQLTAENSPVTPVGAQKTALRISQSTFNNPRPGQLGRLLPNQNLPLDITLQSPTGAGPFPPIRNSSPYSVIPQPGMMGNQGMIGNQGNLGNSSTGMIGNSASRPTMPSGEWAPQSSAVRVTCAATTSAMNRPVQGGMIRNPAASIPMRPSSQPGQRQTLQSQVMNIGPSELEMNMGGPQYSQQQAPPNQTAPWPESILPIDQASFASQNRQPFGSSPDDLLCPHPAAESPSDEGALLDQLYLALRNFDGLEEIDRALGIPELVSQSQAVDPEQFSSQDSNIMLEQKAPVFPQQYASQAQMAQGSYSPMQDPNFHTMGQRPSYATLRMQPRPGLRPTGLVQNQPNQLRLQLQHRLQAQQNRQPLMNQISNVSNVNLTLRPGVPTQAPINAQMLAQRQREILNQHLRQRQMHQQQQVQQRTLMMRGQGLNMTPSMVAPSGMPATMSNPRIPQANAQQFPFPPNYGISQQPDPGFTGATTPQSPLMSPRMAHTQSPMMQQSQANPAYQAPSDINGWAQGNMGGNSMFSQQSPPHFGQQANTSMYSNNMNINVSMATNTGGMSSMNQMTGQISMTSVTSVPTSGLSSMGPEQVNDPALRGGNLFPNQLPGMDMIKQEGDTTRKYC
# NR2F2 inh – NR2F2 transcriptional activity inhibitors, primary screen, cell-based, luciferase reporter, HEK293T, luminescence; HEK293T NGFI-A luciferase reporter; 370,000 compounds, 0.7% hits; inhibition, % at 8.6 µM; COUP transcription factor 2 (Homo sapiens), P24468;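 active = inhibition above a per-plate cutoff, mean inhibition of test wells between control levels plus 3 SD, cut at about 38% in these data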;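 also: cells cotransfected with COUP-TFII expression vector driving the NGFI-A reporter; 0% = median of COUP-TF2 test wells and 100% = reporter-only cells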
# * hit, by the source's call. A portion of the library, so the mix of outcomes need not match the whole.
SMILES,NCOA2 inhibitor,NR2F2 inh
S=C1NC2(CCCCCC2)NN1c1ccccc1,3,-4
Cc1ccc(-n2c(SCc3cccc(F)c3)nc3ccccc3c2=O)cc1,5,0
O=C(NCCc1c[nH]c2ccccc12)OCc1cn(Cc2ccc(C(F)(F)F)cc2)nn1,-5,-3
CCOC(=O)[C@@]12CN(C(=O)OC(C)(C)C)CC=C1N(Cc1ccc(OC)cc1)C(=O)[C@H]2CC(=O)NCc1cccc2ccccc12,-8,3
NC(=O)c1c(N)[nH]c(C(=O)c2ccccc2)c1-c1ccc(Cl)cc1Cl,-35,1
Cc1ccccc1CN1CCCCC(NC(=O)c2ccccc2C)C1=O (stereo unspecified),-8,3
CCN(Cc1cn(Cc2ccccc2)nn1)S(=O)(=O)c1ccc(N2CCCC2)cc1Br,-12,22
CC1(C)OC(=O)C2=C(CC(CCc3ccccc3)OC2c2cccc(C(F)(F)F)c2)O1 (stereo unspecified),7,4
COc1ccc(C(C(=O)N(C)C2CCCC2)N(Cc2ccc(F)cc2)C(=O)c2csc(-c3ccccc3)n2)cc1OC (stereo unspecified),6,13
COc1cc(OC)c(/C=C2\C(=O)Nc3ccccc32)c(OC)c1,-10,31
CNC(=O)[C@@H](NC(=O)[C@H](CC(C)C)[C@H](O)C(=O)NO)C(C)(C)C,9,27
CCOC(=O)[C@]12CCCCC/C=C\1N(Cc1ccc(OC)cc1)C(=O)[C@H]2CC(=O)NCc1ccccc1,-3,9
COc1ccc(NC(=O)CSc2ncnc3scc(-c4ccc(C)cc4)c23)cc1OC,0,-2
COC(=O)[C@]12C[C@H](CC(=O)N3CCC(c4ccccc4)CC3)C(=O)N(Cc3ccc(Cl)cc3Cl)C1=C[C@H](C1CCCC1)O[C@@H]2C,-5,-25
O=C(CN1CCc2onc(-c3ccc(-n4cc(C5=CCCCC5)nn4)cc3)c2C1=O)N1CCOCC1,10,1
COC(=O)c1ccc2nc(-c3ccc(OC)c(OC)c3)c(Cc3ccccc3C(F)(F)F)n2c1,9,-12
CN1Cc2nnn(Cc3ccccc3)c2-c2ccccc2S1(=O)=O,-7,2
Cc1nn(-c2ccccc2)c(C)c1/C=N\NC(=O)CSc1nc2ccccc2n1Cc1ccc(Cl)cc1,-21,-4
COc1cccc(/C=C2\CC3(OC(C)=O)CCCN2C3)c1 (stereo unspecified),-26,-14
CCOC(=O)[C@]12CCCC=C1N(CCCOC)C(=O)[C@@H]2CC(=O)NCc1ccc(OC)c(OC)c1,3,-10
Cc1ccccc1N1CCN(C(=O)CCn2nnc3ccccc32)CC1,-52,-32
CCC(C)NS(=O)(=O)c1ccc2[nH]c(=O)oc2c1 (stereo unspecified),3,-30
COC(=O)[C@]12C[C@H](CC(=O)N3CCC(c4ccccc4)CC3)C(=O)N(CCc3ccc(OC)c(OC)c3)C1=C[C@H](COCc1ccccc1)O[C@@H]2C,-2,22
CN1CCCCC(NC(=O)c2ccc3ccccc3c2)C1=O (stereo unspecified),-63,-13
CCOC(=O)C1=CCN(S(=O)(=O)c2ccc(Cl)cc2)C1c1cccc(Cl)c1 (stereo unspecified),-5,-5
Cc1ccccc1NC(=O)OC1CCC12CCC(c1ccccc1)CC2 (stereo unspecified),9,-5
C=CCN1C[C@H](COC(=O)c2cccc(C)c2)Oc2cccc(F)c2S1(=O)=O,21,10
C#CCNC(=O)C[C@H]1C[C@@]2(C(=O)OC)C(=C[C@H](C(C)(C)C)O[C@@H]2C)N(CCc2ccc(OC)c(OC)c2)C1=O,-6,-1
Cc1ccc(NC(=O)N2CCC(c3nc4ccc(Cl)cc4[nH]3)CC2)cc1F,11,8
CCOc1ccc(C2C(C(=O)C3CC3)N3C=C(C#N)C=CC3C2(C#N)C#N)cc1 (stereo unspecified),0,0
Cc1ccccc1NC(=O)Cn1nnc(-c2ccccc2F)n1,11,-3
CCN(Cc1cn(Cc2ccccc2)nn1)S(=O)(=O)c1ccc(F)cc1Br,17,23
Cc1ccc(CN2CC=CCS2(=O)=O)cc1,-5,-8
O=C(NN=C/C=C/c1ccco1)c1cc(-c2ccc(Cl)cc2)n[nH]1,-6,3
COc1ccc(/C=C2\C(=O)ON=C2c2cccc([N+](=O)[O-])c2)cc1,16,12
CC(C)CCN(C)C1CCN(C(=O)Nc2ccc3c(c2)OCO3)CC1,-9,11
CCCCc1c(-c2ccccc2OC)ncn1Cc1ccccc1F,-20,2
C=CCN=C1NC(c2ccccc2C(F)(F)F)C(C(=O)OC)=C(C)N1Cc1cccc(C(F)(F)F)c1 (stereo unspecified),23,-7
O=C(CCc1ccccc1)N[C@H]1[C@H](OC(=O)c2cnccn2)CCC[C@@]12C(=O)N(Cc1ccccc1)c1ccccc12,3,3
CS(=O)(=O)c1ccc(OC[C@@H](O)CN2CCC(C(O)(c3ccccc3)c3ccccc3)CC2)cc1,8,-21
C=CCOC/C=C/C#CCN(CC=C)Cc1ccc(OC)cc1OC,10,-4
COc1ccc(/C=C/C(Cc2cccc(C(C)=O)c2)c2ccc(C)cc2)cc1 (stereo unspecified),-2,-8
CC(C)CC(NC(=O)OCc1ccccc1)C(=O)NCC(=O)NCC(=O)OCc1ccccc1 (stereo unspecified),-50,11
C[C@@H]1CN([C@@H](C)CO)C(=O)CCCn2cc(nn2)CO[C@H]1CN(C)C(=O)c1ccc(N2CCN(C)CC2)cc1,-55,6
CCOC(=O)Cc1nc(N2CCN(CCN)CC2)c2c(C)c(C(=O)OCC)sc2n1,-7,4
O=C(Oc1cccc2cccnc12)c1cccc(N2C(=O)C3C4CCC(C4)C3C2=O)c1 (stereo unspecified),-3,5
COc1cccc(C(=O)N[C@H](C(=O)N2CCC[C@H]2C(=O)NCc2ccccc2)C(C)C)c1,3,-15
Cc1ccc(-c2c(NC(=O)c3ccccc3)nc3ncccn23)cc1,6,10

# Reprinted at random: six records from the list
SMILES,NCOA2 inhibitor,NR2F2 inh
C[C@@H]1CN([C@@H](C)CO)C(=O)CCCn2cc(nn2)CO[C@H]1CN(C)C(=O)c1ccc(N2CCN(C)CC2)cc1,-55,6
CCCCc1c(-c2ccccc2OC)ncn1Cc1ccccc1F,-20,2
O=C(CCc1ccccc1)N[C@H]1[C@H](OC(=O)c2cnccn2)CCC[C@@]12C(=O)N(Cc1ccccc1)c1ccccc12,3,3
CC(C)CC(NC(=O)OCc1ccccc1)C(=O)NCC(=O)NCC(=O)OCc1ccccc1 (stereo unspecified),-50,11
COc1cccc(C(=O)N[C@H](C(=O)N2CCC[C@H]2C(=O)NCc2ccccc2)C(C)C)c1,3,-15
C=CCOC/C=C/C#CCN(CC=C)Cc1ccc(OC)cc1OC,10,-4

# (listing goes on)
SMILES,NCOA2 inhibitor,NR2F2 inh
CC(C)C[C@H]1COc2cc(F)ccc2S(=O)(=O)N1C,-6,18
COC(=O)c1ccc(S(=O)(=O)c2ccc(C(=O)OC)s2)s1,-2,9
Cc1cc2c(nc1C)CCCN2C,-8,5
COc1cccc(CNC(=S)OC2CCC23CCC(c2ccccc2)CC3)c1 (stereo unspecified),29,5
COCC(=O)NCC1CCN(C(=O)C(=O)c2cccs2)CC1,5,-10
O=C1NC(Cc2ccc(O)cc2)c2nc3ccc(Cl)cc3c(=O)n2-c2cc(Cl)ccc21 (stereo unspecified),-13,5
CC(=O)CC[C@@H]1CC[C@]2(CCCN(C(=O)c3ccc4ccccc4n3)C2)O1,3,-28
C/C(=N/NC(=O)c1cccnc1)c1cccc(O)c1,-15,-13
COC(=O)[C@]1(CNC(=O)c2cc(F)ccc2F)CC(=O)N(C)[C@@H]1c1ccccc1,27,2
COC(=O)c1cc(-c2ccc(C)cc2)c(=O)n2c1CCC2,-7,3
O=C(Nc1nccs1)C1(C(=O)C2CC2)CC(c2ccccn2)=NO1 (stereo unspecified),-37,0
COC(=O)c1cn(-c2ccc(-c3noc4c3C(=O)N(CC(=O)N3CCOCC3)CC4)cc2)nn1,-12,1

# Next section; the last three above are carried over.
SMILES,NCOA2 inhibitor,NR2F2 inh
COC(=O)c1cc(-c2ccc(C)cc2)c(=O)n2c1CCC2,-7,3
O=C(Nc1nccs1)C1(C(=O)C2CC2)CC(c2ccccn2)=NO1 (stereo unspecified),-37,0
COC(=O)c1cn(-c2ccc(-c3noc4c3C(=O)N(CC(=O)N3CCOCC3)CC4)cc2)nn1,-12,1
C=CCN1C(C(=O)OC)CN(Cc2cn(Cc3ccccc3)nn2)CCS1(=O)=O (stereo unspecified),-19,-9
C[C@@H]1OCN(C)[C@H]2C[C@H]3c4[nH]c5cccc(-c6ccccc6)c5c4CCN3C[C@@H]12,-21,-2
C=C(C)CN1C(=O)C(=O)N(CC(=C)C)C1=O,-5,-33
COc1ccc(Cn2cc(CN3CC=CS3(=O)=O)nn2)cc1,-9,-30
Cc1c(NC(=O)COc2ccc3ccccc3c2)c(=O)n(-c2ccccc2)n1C,-10,10
COc1ccc(Nc2nnc(-c3ccc4c(c3)OCO4)o2)cc1,-117,-58
CCCC[C@H](C(=O)N(C)c1ccccc1)[C@@H](O)c1ccc(Cl)cc1,-4,15
O=C(NC1CCCCN(Cc2ccc(Cl)cc2)C1=O)c1ccccn1 (stereo unspecified),-16,7
Nc1cc(=O)n(Cc2ccccc2)c(N)c1C(=O)NCc1ccccc1,-5,5
N#Cc1ccc(/C=C2\CC3(OC(=O)c4cccc(F)c4)CCCN2C3)cc1 (stereo unspecified),5,-31
O=C(Cn1nnc(-c2ccc(N3CCOCC3)cc2)n1)c1ccccc1,-13,-9
Cc1ccccc1CC(=O)Nc1nnc(-c2cccnc2)s1,-7,4

# Of the compounds above, these have a tert-butyl group.
SMILES,NCOA2 inhibitor,NR2F2 inh
CCOC(=O)[C@@]12CN(C(=O)OC(C)(C)C)CC=C1N(Cc1ccc(OC)cc1)C(=O)[C@H]2CC(=O)NCc1cccc2ccccc12,-8,3
CNC(=O)[C@@H](NC(=O)[C@H](CC(C)C)[C@H](O)C(=O)NO)C(C)(C)C,9,27
C#CCNC(=O)C[C@H]1C[C@@]2(C(=O)OC)C(=C[C@H](C(C)(C)C)O[C@@H]2C)N(CCc2ccc(OC)c(OC)c2)C1=O,-6,-1

# (continued)
SMILES,NCOA2 inhibitor,NR2F2 inh
CC(C)(C)S(=O)(=O)N1C[C@H]2CC(=O)C=C2[C@@H]1CCO,20,-3
O=C(NCc1ccco1)C1CCCN(S(=O)(=O)c2ccccc2F)C1 (stereo unspecified),8,15
O=C(NCC1CCN(C(=O)C(=O)c2cc3ccccc3o2)CC1)c1ccc2c(c1)OCCCO2,8,-4
CCOC(=O)[C@@]12CN(C(=O)OC(C)(C)C)CC=C1N(Cc1ccc(OC)cc1)C(=O)[C@H]2CC(=O)N1CCCC1,0,11
COC(=O)C1CN(Cc2ccc(C)cc2)CCS(=O)(=O)N1Cc1cn(Cc2ccc(F)cc2)nn1 (stereo unspecified),7,-3
Cc1ccc(C2c3c(n[nH]c3C(C)C)C(=O)N2c2ccccc2)cc1 (stereo unspecified),9,6
COc1ccc(CN(CCN2CCOCC2)C(=O)c2ccccc2C)cc1OC,9,-2
CCC(NC(=O)c1cccc2c1C(=O)N(Cc1cccnc1)C2)c1ccccc1 (stereo unspecified),11,10
O=C(CCc1ccccc1-c1ccccc1CCNC(=O)c1ccc(F)c(F)c1)NCc1ccccc1,0,3
Cc1ccccc1CN1CCCCC(NC(=O)Nc2ccccc2-c2ccccc2)C1=O (stereo unspecified),16,14
CN(C)S(=O)(=O)c1cccc(C(=O)N/N=C\c2ccco2)c1,-5,2
C=CCn1c(COc2ccccc2)nnc1SCC(=O)Nc1ccc(Oc2ccccc2)cc1,10,7
O=C(O)c1ccc2c3n(nc2c1)-c1ccc(Cl)cc1CO3,-25,-34
CN(C)CCCNC(=O)c1c(N)[nH]c(C(=O)c2ccc(Br)cc2)c1-c1ccc(Br)cc1,-17,-4
CC(=O)CC[C@@H]1CC[C@]2(CCCN(C(=O)c3ccccc3)C2)O1,-9,20
OC(c1ccccc1)(c1ccccc1)C1CCN(CCCOc2cccc(F)c2)CC1,-7,-10
Cc1ccc(NC(=O)COC(=O)c2ccc3c(c2)NC(=O)C2CCCN32)cc1C (stereo unspecified),4,-9
O=c1c2ccccc2c(C=NC2CCN(Cc3ccccc3)CC2)c(O)n1Cc1ccc2c(c1)OCO2,-5,9
Cc1cccc2nc(-c3ccccc3)c(-c3ccc(CN4CCC(n5cc(-c6ccccc6)[nH]c5=O)CC4)cc3)nc12,14,-26
COc1cc(/C=C2\C(=O)ON=C2c2ccc(Cl)cc2)ccc1O,5,-1
COC(=O)[C@]12C[C@H](CC(=O)N3CCN(C(=O)c4ccco4)CC3)C(=O)N(Cc3ccc4c(c3)OCO4)C1=C[C@H](C(C)C)O[C@@H]2C1CC1,-30,-1
COc1ccc(-n2c(COc3ccc(Cl)cc3)nnc2SCC(=O)c2ccc(-c3ccccc3)cc2)cc1,-21,1
C#CCN(CC=C)Cc1ccc(OC)cc1OC,-18,-41
COc1ccc2c(c1)c1nc3n(c(=O)c1n2CC(=O)Nc1cc(C)[nH]n1)CCS3,9,-1
Cc1ccc(S(=O)(=O)N(CCc2ccccc2)CC(=O)N2CCOCC2)cc1,-13,0
Cc1ccc(-n2c(Cc3cccs3)nnc2SCc2ccc([N+](=O)[O-])cc2)cc1,3,-9
C=CCN1C(=O)[C@H](CC(=O)N2CCOCC2)[C@@]2(C(=O)OCC)CCCC=C12,7,1
CCCCCCn1cc(CN2CC=CS2(=O)=O)nn1,-16,0
O=C(CC1CCCC1)N1CC[C@H]2[C@H](CCCN2Cc2ccccc2)C1,5,-8
C[C@@H]1[C@@H](O)C[C@]2(C[C@@H](O)c3ccccc3O2)O[C@H]1c1ccccc1,-6,6
O=S1(=O)c2ccc(Br)cc2OC[C@@H](Cc2ccccc2)N1Cc1cn(Cc2ccc(Cl)cc2)nn1,15,-7
CC1=C(c2ccccc2)C(=O)C(C)(C)CC1=O,12,-16
